IP6K1 inh – blocks human inositol hexakisphosphate kinase 1; Q92551; activity change, % (series mostly up to about 58 µM); 140,000 compounds, 0.81% hits; IP6K1 kinase, ADP-Glo luminescence, 2 h; active compounds read low; in the data active means activity change below about -25%
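ADP-Glo luminescence measures ADP made by human IP6K1 during a 2 h RT reaction with ATP/IP6 (mix at 1.3 mM/130 uM); top library doses 57.5 and 19.1 uM final.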
HEK cytotox – kills HEK 293 cells; HEK 293 viability, ATP luminescence (CellTiter-Glo), 48-72 h; 94,000 compounds, 6.6% hits; Potency, µM (doses to about 115 µM), inactives show top-dose activity change, negative = cytotoxicity, actives largely listed as inhibitors; AID 1345083; further: potency means the concentration at half of the fitted maximal effect; nearly all actives have a fitted effect of over 60% in size
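qHTS cytotoxicity; HEK 293, 250 cells/well; compound pinned; 48 or 72 hr, 37 degree Celsius, 5% CO2, 95% humidity; CellTiter-Glo, 10 min RT; luminescence (ATP).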
GPT2 inh – blocks human glutamate pyruvate transaminase 2; Recombinant GPT2, coupled pyruvate oxidase/HRP Amplex Red fluorescence; Potency, µM (doses to about 57.7 µM), for inactives: at the highest dose activity change, negative = inhibition, most hits filed as inhibitors; 100,000 compounds, 0.25% hits; AID 1671188; further: potency means the concentration at half of the fitted maximal effect; nearly all actives have a fitted effect of over 60% in size; many of its hits are not listed in these tables
Target sequence (Q8TD30 whole entry, looked up): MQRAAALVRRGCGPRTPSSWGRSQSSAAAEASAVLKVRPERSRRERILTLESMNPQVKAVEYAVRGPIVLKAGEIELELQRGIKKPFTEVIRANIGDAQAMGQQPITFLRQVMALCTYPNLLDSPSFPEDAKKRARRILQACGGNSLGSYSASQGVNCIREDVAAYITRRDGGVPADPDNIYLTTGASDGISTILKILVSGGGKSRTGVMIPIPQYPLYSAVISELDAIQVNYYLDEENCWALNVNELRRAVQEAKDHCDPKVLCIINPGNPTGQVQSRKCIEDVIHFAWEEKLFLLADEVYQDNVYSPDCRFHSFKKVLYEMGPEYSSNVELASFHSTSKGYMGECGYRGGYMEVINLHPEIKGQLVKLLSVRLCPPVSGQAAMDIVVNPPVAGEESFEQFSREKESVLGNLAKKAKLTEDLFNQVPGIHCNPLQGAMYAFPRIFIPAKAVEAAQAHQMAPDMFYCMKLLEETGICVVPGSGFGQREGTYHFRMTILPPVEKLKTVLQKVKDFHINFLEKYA
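Inhibition is scored from Amplex Red fluorescence generated when pyruvate oxidase and HRP act on pyruvate released by GPT2. Reactions contain 10ng/uL enzyme, 250uM a-KG and 2mM L-alanine and run 30 min at room temperature.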
NIH3T3 tox – kills NIH 3T3 cells; 94,000 compounds, 4.3% hits; Potency, µM (doses to about 96.7 µM), for the others: top-dose activity change, negative = cytotoxicity, actives largely listed as inhibitors; NIH 3T3 viability, CellTiter-Glo ATP luminescence, 48-72 h; further: potency means the concentration at half of the fitted maximal effect; nearly all actives have a fitted effect of over 55% in size
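Cytotoxicity was measured by CellTiter-Glo ATP luminescence after 48 or 72 h compound exposure at 37 °C. Mouse NIH 3T3 fibroblasts were seeded at 400 cells/well and dosed by 23 nL pin transfer.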
SNCA viab count – counter-screen for SNCA expression inhibitors: cell viability; HEK-293-SNCA-luc viability, GF-AFC fluorescence, 24 h; Potency, µM (highest dose often 57.1 µM), for the others: at the top dose activity change, negative = cytotoxicity, usual class: cytotoxic; 150,000 compounds, 0.12% hits;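 further: potency means the concentration at half of the fitted maximal effect; 0% = DMSO-treated cells and -100% = medium-only wells without cells; nearly all actives have a fitted effect of over 30% in size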
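Cytotoxicity counterscreen: after 24 h compound treatment of genome-edited SNCA-luciferase HEK-293 cells, live-cell protease substrate GF-AFC read by fluorescence after 30 min; activity scaled between DMSO (0%) and medium-only (-100%), curves Hill-fitted.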
SNCA expr inhib – inhibitors of alpha-synuclein (SNCA) gene expression; 140,000 compounds, 0.17% hits; Potency, µM (highest dose often 57.2 µM), without a hit: at the highest dose activity change, negative = inhibition, actives largely listed as inhibitors; HEK-293 SNCA-luciferase knock-in, luminescence, 24 h;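 further: potency means the concentration at half of the fitted maximal effect; plate controls were DMSO cells for no effect and cell-free wells for full effect; nearly all actives have a fitted effect of over 45% in size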
Luciferase inh – blocks purified firefly luciferase enzyme activity | Potency, µM (titrated, usually from 115 µM), inactives show at the highest dose activity change, negative = inhibition, most hits filed as inhibitors | AID 1347043 | P08659 | 76,000 compounds, 2.5% hits | purified P. pyralis luciferase, luminescence, biochemical; further: potency means the concentration at half of the fitted maximal effect; nearly all actives have a fitted effect of over 65% in size
Target sequence (P08659 whole entry, looked up): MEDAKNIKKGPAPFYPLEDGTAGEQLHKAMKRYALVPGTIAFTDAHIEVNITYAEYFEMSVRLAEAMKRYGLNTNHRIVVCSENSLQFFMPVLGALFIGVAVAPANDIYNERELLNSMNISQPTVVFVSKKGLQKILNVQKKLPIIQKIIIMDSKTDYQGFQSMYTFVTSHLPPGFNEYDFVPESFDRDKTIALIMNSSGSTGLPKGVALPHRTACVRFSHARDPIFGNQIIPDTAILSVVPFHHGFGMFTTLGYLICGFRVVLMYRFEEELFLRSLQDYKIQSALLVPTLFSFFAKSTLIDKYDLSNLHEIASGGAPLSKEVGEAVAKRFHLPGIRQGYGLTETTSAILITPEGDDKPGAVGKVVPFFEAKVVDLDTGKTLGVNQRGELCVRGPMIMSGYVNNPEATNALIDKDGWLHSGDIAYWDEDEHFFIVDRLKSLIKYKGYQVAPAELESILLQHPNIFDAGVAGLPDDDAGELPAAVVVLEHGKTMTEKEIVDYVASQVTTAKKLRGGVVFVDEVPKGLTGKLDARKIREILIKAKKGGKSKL
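Inhibitors were tested against purified firefly luciferase in a biochemical, low-substrate format (both substrates at 10uM) and luminescence measured with a CCD imager.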
* = called active by the depositor; i = inactive; ? = inconclusive; . = no result given; [ ] = another dose, or the depositor's remark. Unless noted, the call rests on the fitted dose curve; in most records, active means well fitted curve in the direction sought with a large enough effect; inconclusive means small, poorly fitted or top-dose-only effect, or another doubt; inactive means no such curve, though single readings can be large; an effect the other way counts as inactive or inconclusive. Unless noted, on the % scale 0 is the no-effect control and ±100 the full control effect.

smiles | NIH3T3 tox | Luciferase inh | SNCA expr inhib | HEK cytotox | IP6K1 inh | GPT2 inh | SNCA viab count
Cc1ccc(C(=O)N2CCC3(CC2)CC(O)CCO3)cc1 (centres undefined) | -5% | 4% | 5% | -1% | 0 | i | 4%
Cc1cccc(-c2nnn3c2nc(NCCc2ccc(S(N)(=O)=O)cc2)c2cc(Cl)ccc23)c1 | . | . | 25% | . | -7 | . | 13%
COc1ccc(CCNC(=O)c2ccc(CSCc3ccc(C)cc3)o2)cc1OC | . | . | -26% | . | 30 | . | 3%
Cc1cccc(N2CCN(C(=O)CCNS(=O)(=O)c3ccc4c(c3)CCN4C(=O)C3CC3)CC2)c1C | . | . | -2% | . | 4 | . | -11%
CCOc1ccccc1NC(=O)C1CCN(S(=O)(=O)c2cc(Br)cc3c2N(C(C)=O)CC3)CC1 | . | . | 7% | . | -19 | . | 28%
Cc1ccc(C(=O)N2CCC(Oc3ccc(C(N)=O)cn3)CC2)cc1C | ? | 4% | 1% | ? | 6 | 5% | -10%
O=C(NC1CCCC1)N1CCN(C(=O)c2cccc(-c3ccccn3)c2)CC1 | -18% | . | 4% | -22% | -9 | i | 9%[12.5 µM]
CC(C(=O)N1CCOCC1)N1C(=O)COc2ccc(C(=O)COc3ccc(Cl)cc3)cc21 (centres undefined) | -24% | -15% | -12% | ? | 5 | i | -11%
CCn1c(=O)c2cc(C(=O)N(CC(C)C)CC(C)C)sc2c2ccccc21 | . | . | -4% | . | -26* | . | 16%
COc1ccccc1-n1nc(CC(N)=O)nc1-c1ocnc1C | -19% | 1% | 0% | -3% | 6 | 5% | 1%
CC1(C(=O)NC2CCOCC2)CCCc2cnc(Nc3ccccc3)nc21 (centres undefined) | -18%[138 µM] | 2%[172 µM] | -10%[87.6 µM] | ? | 6 | 3%[88.5 µM] | -26%[87.6 µM]
COc1cccc(OCc2nc3c(n2Cc2ccccc2)C(=O)N(C)CCN3)c1 | -25%[138 µM] | -7%[172 µM] | -25%[87.6 µM] | ? | 0 | i | -6%[87.6 µM]
COc1cccc(N2C(=O)NC(=NC3CCCCC3)C23CCN(Cc2ccc(N(C)C)cc2)C3)c1 (centres undefined) | -2% | . | -15% | -15% | -11 | ? | -7%
O=C(COc1ccccc1)NC1CCCN(c2cc(-c3ccc(F)cc3)[nH]n2)C1 (centres undefined) | ? | ? | -12% | ? | 12 | -16% | -15%
O=C(Nc1ccc(-c2nc3ccccc3o2)c(O)c1)c1cc(Cl)ccc1Cl | . | . | 4% | . | 11 | . | ?
C/C1=C\CCC(C)CCO[C@@H]2O[C@H](CO[C@@H]3OC[C@H](O)[C@H](O)[C@H]3OC1=O)[C@@H](O)[C@H](O)[C@H]2O (some centres undefined) | . | . | . | . | -4 | i | -29%[23.9 µM]
O=C1OCC2(CCN(Cc3ccccc3O)C2)N1Cc1ccccc1 (centres undefined) | ? | 4%[172 µM] | ? | ? | 4 | -1%[88.5 µM] | 11%[87.6 µM]
CC(C)Oc1ccc(C(=O)N2CCC(c3nc4ccccc4o3)CC2)cc1 | . | . | 12% | . | 17 | . | 5%
CCc1cccc(NC(=O)CN(c2ccc(C)cc2)S(=O)(=O)c2cccs2)c1 | . | . | ? | . | -5 | . | 3%
CCC[C@@H](C=O)NC(=O)[C@H](CC(C)C)NC(=O)[C@H](CC(C)C)NC(=O)OCc1ccccc1 | . | . | 1.9µM* | . | . | 5% | ?
CCn1cc(S(=O)(=O)NCCc2ncc(C)n2Cc2ccc(F)cc2)cn1 | -19% | 4% | 16% | -6% | 0 | i | -9%
Cc1cccc(-c2nc3ccc(C(=O)N4CCN(C)CC4)cc3o2)n1 | -28%[138 µM] | . | 83%[activator][87.6 µM] | -11%[172 µM] | 18 | i | 11%[87.6 µM]
O=C1N(Cc2cccc(F)c2F)CCCC1(O)CN1CCNCC1 (centres undefined) | -5% | 3% | 10% | -18% | 31 | i[11.5 µM] | 11%
O=C(c1nc2cccnc2n(CCc2ccccc2)c1=O)N1CCN(C(=O)C2CC2)CC1 | -9% | . | 15% | 1% | 8 | -1% | 9%
O=C(CCCn1ccc2cc(S(=O)(=O)N3CCCC3)ccc21)NCc1ccc(Cl)cc1 | . | . | ? | . | -6 | . | -28%
COc1cccc(NC(=O)N2CCN3CCCCC3C2)c1 (centres undefined) | . | . | 36%[activator] | . | 6 | . | 1%
COc1cccc(C(=O)Nc2nc3nc(C)c(C)c(=O)n3[nH]2)c1 | . | . | ? | . | -20 | . | 13%
O=C(COc1ccccc1)Nc1nnc(S(=O)(=O)N2CCCC2)s1 | . | . | 4% | . | 23 | . | -7%
NC(=O)c1noc(CN2CCn3nc(CCC(=O)N4CCOCC4)cc3C2)n1 | -15% | 8% | 0% | -2% | -5 | 4% | 3%
COc1ccc(C(=O)N2CCN(c3cc(C(F)(F)F)nc(C)n3)CC2)cc1OC | -25% | 0% | 16% | -7% | 7 | i | 1%

By substructure, those above containing two or more sulfur atoms.
smiles | NIH3T3 tox | Luciferase inh | SNCA expr inhib | HEK cytotox | IP6K1 inh | GPT2 inh | SNCA viab count
CCc1cccc(NC(=O)CN(c2ccc(C)cc2)S(=O)(=O)c2cccs2)c1 | . | . | ? | . | -5 | . | 3%
O=C(COc1ccccc1)Nc1nnc(S(=O)(=O)N2CCCC2)s1 | . | . | 4% | . | 23 | . | -7%

Next compounds:
smiles | NIH3T3 tox | Luciferase inh | SNCA expr inhib | HEK cytotox | IP6K1 inh | GPT2 inh | SNCA viab count
O=C(c1ccc(Br)o1)N1C[C@@H](CO)[C@H](c2ccccn2)C1 | -6% | 4% | ? | i | 2 | i | 6%
O=C(CCc1conc1-c1ccccc1F)NCc1ccc(Cl)cc1 | ? | 0% | -19% | ? | 0 | 3% | 8%
COc1ccc2oc(=O)cc(CN3CCN(c4ccccc4OC)CC3)c2c1 | . | . | -2% | . | -24 | . | -1%
CN1CC(=O)N(c2ccccc2F)Cc2c(NCc3ccc(F)cc3)ncnc21 | ? | -6% | -22% | -26% | 4 | ? | -8%
O=C(c1ccncc1)N1CCCN(Cc2cccnc2)c2ccccc21 | -28% | -4% | 44%[activator] | ? | 0 | i | 3%
Cc1ccc(C)c(N2CCN(S(=O)(=O)c3c(C(=O)N4CCC(C)CC4)c(C)n(C)c3C)CC2)c1 | . | . | -30% | . | 12 | . | ?
O=C(Nc1ccc2c(c1)OCCO2)N1c2ccccc2CC1c1nc(C2CC2)no1 (centres undefined) | -26% | 13µM* | 59%[activator] | ? | 16 | 0% | -25%
COC(=O)[C@H](Cc1ccc(OC)cc1)NC(=O)[C@@H]1CN(C(=O)c2cccc(F)c2)CCN1C(=O)c1cccc(F)c1 | -13% | 12% | -17% | 0% | -8 | i | 0%
Cc1nn2c(c1-c1ccccc1Oc1ccccc1)N(Cc1cccc(C(=O)O)c1)CCC2 | ? | ? | ? | ? | 6 | 2%[88.5 µM] | -19%[87.6 µM]
Cc1ccc(-c2nn(CC(=O)NC3CCCC3)c3c2cnc2ccc(F)cc23)cc1C | . | . | 113%[activator] | . | 6 | . | -5%
Cc1ccc(-c2ccc3nnc(CNC(=O)C(C)Oc4ccccc4)n3n2)cc1C (centres undefined) | -6% | 12% | 24% | i | 6 | 5% | -10%
CC1(c2noc(-c3ccccc3)n2)CCN(C(=O)CCc2cc(Cl)no2)CC1 | ? | . | 6% | ? | 10 | 3% | 2%
COc1ccccc1CNC(=O)[C@@H](C)C1CC[C@@]2(C)CC[C@H](NC(=O)c3ccncc3)[C@@H](C)[C@@H]2[C@H]1O (some centres undefined) | ? | 1% | -3% | ? | -2 | -6% | 7%
Cc1nnc2n1C(C)CN(C(=O)Cn1nnc(-c3ccc(F)cc3)n1)C2 (centres undefined) | -11% | 10% | -13% | -20% | 1 | -8%[11.5 µM] | 4%
CCCCNC(=O)c1ccc2c(c1)N(C(=O)c1ccc(F)cc1)CC2 | ? | 1% | 5% | ? | -4 | -4% | -11%
Cc1nc(NCCc2ccn[nH]2)cc(C2CC(O)C2)n1 (centres undefined) | -14% | 0% | -5% | -8% | 11 | 1% | -7%
CCCc1nn2c(=O)cc(COC(=O)c3ccc4c(c3)OCO4)nc2s1 | . | . | 27% | . | 16 | . | 5%
Cc1cccc(NC(=O)CSc2nnc(CNC(=O)c3c(F)cccc3Cl)o2)c1C | . | . | 5% | . | -4 | . | -8%
CCc1ccc(NC(=O)NCCc2c(C)nn(C)c2C)cc1 | . | . | 91%[activator] | . | 25 | . | 0%
O=C(NCc1nnnn1-c1ccccc1)C1CC2(CCNCC2)CN1 (centres undefined) | -20% | -2% | -5% | 0% | -16 | i | 6%
COc1cccc(NC(=O)N2CCC(c3cc(-c4cccc(C)c4)n[nH]3)CC2)c1 | 40µM* | -23% | -13% | ? | -4 | -13% | -14%
CCOc1ccc(CN2C(=O)c3ccccc3Sc3ccc(C(=O)O)cc32)cc1 | . | . | ? | . | -20 | . | -4%
COc1cccc(NC(=O)Cn2c(=O)n(-c3ccccc3)c(=O)c3c2cc(C)n3C)c1 | -23% | -10% | -10% | ? | 0 | -17% | -19%
Cc1ccc(C2c3c(-c4cc(C)ccc4O)n[nH]c3C(=O)N2Cc2ccco2)cc1 (centres undefined) | . | . | ? | . | 1 | . | -26%
COc1cccc(N2C(=O)NC(=NC3CCCCC3)C23CCN(CC2CCCCC2)CC3)c1 | ? | . | -8% | ? | -6 | -3% | 2%
CCCC(C)N1CC2(CCN(C(=O)c3sc(C)nc3CC)CC2)OC1=O (centres undefined) | -28% | -3% | -21% | -15% | -1 | 3% | -8%

A run of entries of the results above:
smiles | NIH3T3 tox | Luciferase inh | SNCA expr inhib | HEK cytotox | IP6K1 inh | GPT2 inh | SNCA viab count
O=C1OCC2(CCN(Cc3ccccc3O)C2)N1Cc1ccccc1 (centres undefined) | ? | 4%[172 µM] | ? | ? | 4 | -1%[88.5 µM] | 11%[87.6 µM]
CC(C)Oc1ccc(C(=O)N2CCC(c3nc4ccccc4o3)CC2)cc1 | . | . | 12% | . | 17 | . | 5%
CCc1cccc(NC(=O)CN(c2ccc(C)cc2)S(=O)(=O)c2cccs2)c1 | . | . | ? | . | -5 | . | 3%
CCC[C@@H](C=O)NC(=O)[C@H](CC(C)C)NC(=O)[C@H](CC(C)C)NC(=O)OCc1ccccc1 | . | . | 1.9µM* | . | . | 5% | ?
CCn1cc(S(=O)(=O)NCCc2ncc(C)n2Cc2ccc(F)cc2)cn1 | -19% | 4% | 16% | -6% | 0 | i | -9%
Cc1cccc(-c2nc3ccc(C(=O)N4CCN(C)CC4)cc3o2)n1 | -28%[138 µM] | . | 83%[activator][87.6 µM] | -11%[172 µM] | 18 | i | 11%[87.6 µM]

Assay outcomes deposited in PubChem by National Center for Advancing Translational Sciences (NCATS).

Compounds were not picked by outcome. About 7.8% of those tested had a hit in this group.
